Bioassay records: PubChem, several laboratories
TRPML3 agonist – human TRPML3 channel agonists, primary screen, cell-based, HEK293 TRPML3-YFP, Fluo-8 calcium fluorescence, 3 µM | activation, % at 3 µM | AID 1448, 2008 | 220,000 tested, 0.29% active | 100% = the carbachol control signal;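 active = activation above its plate's cutoff, the mean activation of the plate's test wells plus 3 SD, cut at about 12% in these data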;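 also: 0% = DMSO only wells and 100% = carbachol wells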
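Material: HEK293 cells stably carrying human TRPML3-YFP; compound dosing: single dose, 3 µM final nominal compound, 0.3% DMSO final; incubation: 1-h 37 °C dye load, 5-s basal, 120-s post-compound reads; technique: Fluo-8 intracellular calcium fluorescence, excitation 470-495 nm, emission 515-575 nm; read-out basis: percent activation from peak-to-basal fluorescence ratio, scaled between DMSO and carbachol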
Ba/F3 V617F tox – reduced viability of JAK2V617F-dependent Ba/F3 cells, primary screen, JAK2V617F inhibitor project, cell-based, Ba/F3 EpoR-JAK2V617F, luminescence | ATP luminescence | inhibition, % at 5.6 µM | 220,000 tested, 1.1% active | AID 1446, 2008;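 active = inhibition above the campaign mean plus 3 SD over all tested compounds, cut at about 24% in these data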;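 also: cytokine-independent growth of Ba/F3 cells driven by EpoR plus mutant JAK2; 0% = DMSO-treated cells and 100% = JAK inhibitor I control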
RBBP9 inhibitor – human RBBP9 inhibitors, primary screen, biochemical, fluorescence polarization, FP-Rh probe, HTS; Serine hydrolase RBBP9 (Homo sapiens), O75884; recombinant RBBP9; inhibition, % at 7.94 µM; 220,000 tested, 0.2% active;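 active = inhibition above the campaign mean of all tested compounds plus 3 SD, cut at about 14% in these data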;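 also: plate controls were DMSO wells with RBBP9 for no effect and wells lacking RBBP9 protein for full effect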
Target sequence (O75884 whole entry, looked up): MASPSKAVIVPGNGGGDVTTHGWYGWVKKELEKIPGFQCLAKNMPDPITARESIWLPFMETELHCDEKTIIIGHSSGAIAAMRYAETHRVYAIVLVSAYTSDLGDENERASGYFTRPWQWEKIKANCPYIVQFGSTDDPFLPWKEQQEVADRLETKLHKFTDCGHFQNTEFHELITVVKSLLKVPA
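Test system – recombinant human RBBP9 · Input – RBBP9 2.5 µM in dispensing solution, pre-mixing · Medium – Tris buffer pH 8.0, NaCl, Pluronic · Schedule – preincubation 30 min plus labeling 45 min at 25 °C · Measured by – fluorescence polarization · Measure – % inhibition · Controls – DMSO and no-protein wells · Replicates – one well per compound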
PPC-1+TRAIL kill – compounds killing PPC-1 cancer cells with TRAIL present, primary screen, TRAIL potentiator project, ATPLite luminescence, uHTS | cell killing (% activity), % at 4 µM | PPC-1 cells + TRAIL, ATPLite viability luminescence | 220,000 tested, 0.41% active;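 active = cell killing above 50% in the first pass at 4 µM, then a duplicate retest at 5 µM averaging 50% or more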;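 also: plate controls were cells with TRAIL plus DMSO for no effect and medium-only wells lacking cells for full effect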
TNF necrop inh – inhibitors of TNF-alpha triggered necroptosis, primary screen, cell-based, Jurkat FADD-/-, single concentration | Jurkat FADD-/- TNF necroptosis rescue, ATP luminescence, 24 h; 0 = TNF only, 100 = no-TNF cells | activation (protection from cell death), % at 10 µM | 220,000 tested, 0.068% active | AID 463075, 2010;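 active = activation, meaning protection from cell death, of at least 50% relative to plate controls; inactive = activation below 50%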;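 also: necroptosis triggered by 40 ng/mL TNF-alpha added together with compound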
Wee1 degr inh – Wee1 degradation inhibitors, primary screen, cell-based, HeLa, Wee1K328M-luciferase, luminescence. HeLa Luc-Wee1K328M stability; 100% = proteasome inhibitor MG132 effect. reporter increase, % at 5 µM. 220,000 tested, 1.2% active;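 active = activation above the mean of all tested compounds plus 3 SD, set per screening run, cut at about 8.8% in these data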;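 also: cells exposed to compound for 20 h before luminescence read; 0% = DMSO alone and 100% = MG132 at 30 µM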
Target sequence (P30291 whole entry K328M): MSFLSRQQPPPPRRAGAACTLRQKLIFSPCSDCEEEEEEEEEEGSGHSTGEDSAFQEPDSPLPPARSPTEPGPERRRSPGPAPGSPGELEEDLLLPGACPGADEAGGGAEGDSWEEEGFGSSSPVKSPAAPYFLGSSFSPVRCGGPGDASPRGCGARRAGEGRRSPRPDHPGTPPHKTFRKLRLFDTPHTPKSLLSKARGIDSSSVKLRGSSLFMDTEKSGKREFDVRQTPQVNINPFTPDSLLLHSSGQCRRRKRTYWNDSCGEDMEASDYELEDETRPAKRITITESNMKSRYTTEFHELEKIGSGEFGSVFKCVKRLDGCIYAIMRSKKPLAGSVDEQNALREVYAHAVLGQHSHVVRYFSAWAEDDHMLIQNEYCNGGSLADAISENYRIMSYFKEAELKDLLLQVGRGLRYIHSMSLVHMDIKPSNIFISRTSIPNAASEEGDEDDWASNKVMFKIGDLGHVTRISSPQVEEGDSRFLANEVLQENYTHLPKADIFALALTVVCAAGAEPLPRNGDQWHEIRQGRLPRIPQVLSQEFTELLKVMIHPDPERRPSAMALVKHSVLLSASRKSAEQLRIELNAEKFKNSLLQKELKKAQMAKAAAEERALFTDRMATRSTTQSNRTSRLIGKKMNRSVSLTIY
CHOP inhibitor – inhibitors of CHOP promoter induction, primary screen, cell-based, unfolded protein response, luciferase reporter | CHO-K1 CHOP-promoter luciferase, tunicamycin-induced, 15-18 h | inhibition, % at 10 µM | 220,000 tested, 3.8% active | AID 2732, 2010;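 active = compounds that reduced the stress-induced luciferase reporter signal by more than about 70% of percent inhibition, limit read from the data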;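 also: 0% = tunicamycin plus vehicle and 100% = wells without tunicamycin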
BaF3 parental – parental Ba/F3 cell viability inhibition, counter-screen for JAK2V617F inhibitor project, murine pro-B, CellTiter-Glo luminescence | CellTiter-Glo ATP luminescence | inhibition, % at 5.6 µM | 220,000 tested, 1.1% active;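 active = inhibition above a per-campaign cutoff, the mean inhibition of all tested compounds plus 3 SD, cut at about 27% in these data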;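 also: 0% = DMSO wells and 100% = JAK Inhibitor I control wells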
TRPN1 ag – zebrafish TRPN1 channel agonists, primary screen, cell-based, HEK293, calcium fluorescence | transient receptor potential cation channel N1 (TRPN1/NompC), Danio rerio | 220,000 tested, 0.18% active | activation, % at 3 µM | AID 1424, 2008 | HEK293 zebrafish TRPN1-YFP, Fluo-8 calcium fluorescence; 100% = response to 87 µM carbachol;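 active = activation above its plate's cutoff, the mean activation of test wells on that plate plus 3 SD, cut at about 19% in these data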;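 also: 0% = DMSO alone and 100% = 87 µM carbachol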
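Material – zebrafish TRPN1-YFP in HEK293 cells · Doses – 3 µM single point · Schedule – dye 1 h 37 °C plus 30 min RT · Signal – Fluo-8 calcium fluorescence, excitation 470-495 nm, emission 515-575 nm · Read-out – % activation versus carbachol response · Control set – carbachol high, DMSO low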
An asterisk follows results filed as active; x = not tested or not shown.

SMILES	TRPML3 agonist	Ba/F3 V617F tox	RBBP9 inhibitor	PPC-1+TRAIL kill	TNF necrop inh	Wee1 degr inh	CHOP inhibitor	BaF3 parental	TRPN1 ag
Nc1nnc(N2CCc3ccccc32)s1	0.5	0	-1	22	-0.7	2	52	6	1.6
Cc1ccc(C)c(NC(=O)c2cccc(Oc3ccc([N+](=O)[O-])cc3Cl)c2)c1	0.4	-2	-7	12	-0.8	4	42	6	-1.8
Cc1cc(Nc2ccccc2)nc(-c2ccccc2O)n1	0.9	2	-4	28	0.8	-2	96*	5	-0.1
O=C(CN1C(=O)C2C3C=CC(C3)C2C1=O)Nc1nc(SCc2ccc(Cl)cc2)n[nH]1 (stereo not given)	1.2	3	-5	2	-2.7	-1	3	4	0.7
COc1ccc(N2CCN(C(=O)c3ccc(NS(=O)(=O)c4ccc(F)cc4)cc3)CC2)cc1	-1.5	3	0	8	0.1	4	34	9	0.5
O=C(CN1CCC(C(O)(c2ccccc2)c2ccccc2)CC1)Nc1cc(Cl)ccc1Cl	-0.5	-7	-1	-18	-2.6	-1	-52	-1	-1.1
CC(C)N1CC2(c3ccccc3)CN(C(C)C)CC(c3ccccc3)(C1)C2=O	0.3	-2	-8	8	-0.3	-2	-7	-1	0.3
c1cnc2c(OCc3cn4cccnc4n3)cccc2c1	0.6	-3	0	21	-0.1	2	9	1	0.2
CCOC(=O)C1CCN(C(=O)CNS(=O)(=O)c2ccc(Br)s2)CC1	0.4	3	-2	0	-0.5	0	22	4	1.1
COc1ccc(OC)c(CN2CCCC(CO)C2)c1 (stereo not given)	0.3	-1	-9	1	0.8	0	10	4	0.3
CC(C)(C)NS(=O)(=O)c1ccc(CCC(=O)NCc2ccc3c(c2)OCO3)cc1	0.3	0	-5	-1	-0.6	3	-15	3	-0.2
COc1nc(NCCC2=CCCCC2)nc(OC)n1	-0.8	-2	-4	10	-0.7	-1	28	1	-0.7
Cc1ccc2oc(=O)c(/C=C(\O)c3cccs3)nc2c1	1.7	-1	-7	16	4.1	2	-10	2	5.8
CCC(NS(=O)(=O)c1ccc(C)cc1)C(=O)O (stereo not given)	-0.2	-6	-7	8	0.3	1	28	4	1.3
CC(=O)C1C(c2ccncc2)NC(=O)NC1(O)C(F)(F)F (stereo not given)	0.7	-4	-2	8	-1.1	-1	62	4	0.7
CCCn1c(=O)[nH]c(=O)c2c1nc(-c1ccc(OC)c(Br)c1)n2CCOC	1.2	2	-5	19	0.5	-2	8	6	-0.5
COC(=O)C(NC(=O)c1ccccc1)c1ccccc1 (stereo not given)	-1.2	1	-2	-11	1.5	3	2	4	-0.6
NC(=O)c1cc(-c2ccncc2)nc2ccc(Cl)cc12	0.5	0	-8	6	-3.2	-1	13	7	0.4
Cc1ccc(CSCC(=O)Nc2c(C)n(C)n(-c3ccccc3)c2=O)cc1	0.3	0	-7	20	0.8	-3	3	3	0.7
CCN(C(=O)c1ccc(Br)cc1)c1ccccc1	0.1	-3	-5	x	0.5	-2	9	3	-0.9
Cc1ccc(OCC(=O)Nc2ccc3c4c(cccc24)CC3)c(C)c1	0.5	-1	2	16	1.4	6	82*	6	2.1
O=C(NCc1ccco1)Nc1ccccc1Cl	0.8	3	-3	14	9.4	-1	19	6	0.6
NNC(=O)c1sc2nc(N3CCOCC3)c3c(c2c1N)CCCC3	0.6	1	0	17	-3.2	-2	4	0	-0.5
Nc1nnc(COc2cccc(C(F)(F)F)c2)s1	0.5	-3	-5	-11	2.4	-2	5	0	-0.1
Cn1c(=O)oc2cc(S(=O)(=O)NCCC(=O)NCCc3ccc(Cl)cc3)ccc21	1.0	-2	-7	22	-0.8	-1	30	3	1.4
The list goes on.
SMILES	TRPML3 agonist	Ba/F3 V617F tox	RBBP9 inhibitor	PPC-1+TRAIL kill	TNF necrop inh	Wee1 degr inh	CHOP inhibitor	BaF3 parental	TRPN1 ag
CCOC(=O)C1CCN(C(=O)CN(C)S(=O)(=O)c2cc(C)ccc2OC)CC1	0.7	1	3	2	-1.7	0	-32	1	1.2
C/C(=N\NC(=O)c1csc(C)c1C)c1ccco1	-0.2	-5	9	41	-2.8	1	17	-1	-1.3
COC(=O)c1ccc(CNC(=O)c2coc3ccccc3c2=O)cc1	0.5	0	-5	13	-11	1	16	-1	-0.3
O=C1NCC(COc2ccc(Cl)cc2)O1 (stereo not given)	2.1	-4	-8	-30	0.7	-2	32	5	0.2
O=C(N1CCOCC1)C(F)(F)C(=O)N1CCOCC1	1.6	0	-4	-2	0.0	-4	62	0	1.2
c1ccc(Cn2c(CNc3nc4ccccc4n3CCN3CCCCC3)nc3ccccc32)cc1	-0.9	-2	-5	11	2.1	3	-56	4	-1.3
O=C1/C(=C/c2cccc(Cl)c2)CSc2sccc21	-0.5	-4	-9	15	3.1	4	13	-4	-4.0
CCOC(=O)C1=C(CC)Nc2ccccc2N/C1=N\S(=O)(=O)c1ccc2ccccc2c1	-0.2	2	-5	4	0.4	1	-32	10	-0.7
CC(=O)C(C(C)=O)C1(O)C(=O)c2ccccc2C1=O	-0.3	-6	0	24	-2.6	0	-35	2	-2.1
Cc1ccccc1/C=c1\s/c(=C\C(=O)C(C)(C)C)[nH]c1=O	0.8	3	-7	11	-4.3	1	82*	7	1.1
O=S(=O)(Nc1ccc(Cc2ccncc2)cc1)c1ccc(Cl)cc1	3.1	-3	4	x	2.4	-2	3	1	6.4
Cc1ccc(C2CC(c3cccc(Br)c3)n3nc(N)nc3N2)cc1 (stereo not given)	2.5	0	-9	12	-0.3	1	29	1	8.9
Cc1ccccc1-c1cc(C(=O)Nc2nc3c(s2)CCCC3)c2ccccc2n1	0.3	1	-1	28	-0.9	0	9	3	0.2
O=C(/C=C/c1ccco1)N(c1ccccn1)c1ccccn1	0.3	-3	-8	6	0.5	4	-10	1	-0.1
Cn1c(N=NC(=O)c2ccccc2)c(O)c2ccccc21	-1.1	2	-4	44	-1.6	-1	56	10	-1.9
Clc1ccc(-c2noc(CN(Cc3ccccn3)CC3CCCO3)n2)cc1 (stereo not given)	0.8	2	-6	14	0.4	4	3	8	-1.9
Cc1ccc(NC(=O)Cn2nc(C)c(S(=O)(=O)N(C)C)c2C)cc1	1.5	-2	0	14	1.1	0	12	4	1.5
CCNc1nnc(CSc2nc3ccccc3s2)s1	0.0	-1	-2	21	-1.7	1	18	3	1.6
O=C(O)c1cnc(-c2ccccc2)nc1C(F)(F)F	0.7	-2	-8	6	0.0	11*	-1	1	-0.1
Cc1cc2ncn(CC(O)COC3CCCCC3)c2cc1C (stereo not given)	0.2	-1	-5	-5	-2.7	2	13	4	-0.3
Cc1ccc(NC(=S)N(CCN(C)C)Cc2cccs2)c(C)c1	1.1	-5	-3	-12	1.0	-2	6	2	0.1
Cc1ccc(S(=O)(=O)N2CCCC(C(=O)NCc3ccccn3)C2)cc1 (stereo not given)	0.0	0	-1	4	-8.1	2	-15	5	0.0
CN(Cc1ccon1)Cc1cn(Cc2ccccc2)nc1-c1ccc2c(c1)OCO2	-0.6	-3	-5	3	2.3	-1	12	-1	0.2
O=C(OCC(=O)N1CCN(S(=O)(=O)c2ccc(Cl)cc2)CC1)c1ccc([N+](=O)[O-])o1	0.2	3	-5	2	-1.5	-2	-19	9	-0.3
COC(=O)c1ccc(Cl)c(NS(=O)(=O)c2ccc3c(c2)OCCO3)c1	0.1	3	-1	10	-7.4	6	x	4	0.6
(next part)
SMILES	TRPML3 agonist	Ba/F3 V617F tox	RBBP9 inhibitor	PPC-1+TRAIL kill	TNF necrop inh	Wee1 degr inh	CHOP inhibitor	BaF3 parental	TRPN1 ag
O=C(N/N=C/c1ccncc1)c1cc2ccccc2o1	0.6	3	-4	15	0.9	-2	-15	3	1.6
CCOC(=O)NC(Nc1sc2c(c1C(N)=O)CCCC2)(C(=O)OCC)C(F)(F)F (stereo not given)	0.5	-3	-4	-7	1.0	0	16	0	0.2
Cc1cccc(NC(=O)N2CCC(NC(=O)c3ccccc3C)CC2)c1	0.9	-4	10	-10	-1.1	-1	-2	-1	0.0
CCN1C(=O)C2(C(C#N)=C(N)Oc3n[nH]c(C(C)C)c32)c2ccccc21 (stereo not given)	0.3	2	5	10	-0.8	-2	17	5	1.1
O=C(N/N=C/c1cccc(F)c1)NC1CCCCC1	-0.3	1	-7	4	1.4	4	14	6	-1.3
Cc1cc(C(C)(C)C)ccc1OCCCCN1CCCC1	1.8	-2	-3	18	1.1	0	14	7	2.3
O=C(CC(C(=O)N1CCc2ccccc21)n1ccnc1)NCc1cccnc1 (stereo not given)	0.6	5	-4	13	-0.6	-3	13	1	0.5
CCOC(=O)Nc1c(C(=O)OC)[nH]c2cc(OC)ccc12	0.2	17	-3	18	-7.0	2	x	18	1.3
CCOC(=O)Cn1nc(-c2ccc(C)cc2)ccc1=O	0.7	-4	4	3	-0.6	-2	44	2	-0.2
Cc1cc(C)c2nc(NC(=O)c3ccc(OCC4CCCO4)cc3)sc2c1 (stereo not given)	0.1	-2	-5	12	2.0	-1	34	5	2.2
Cn1c(N)c(C#N)c2c(c1=S)CSC(C)(C)C2	1.0	3	-3	-3	-1.7	-2	9	5	1.9
CCOC(=O)C1CCCN(c2nc3ccccc3nc2C(C#N)C(=O)OCC)C1 (stereo not given)	0.3	-1	-2	4	-0.5	-2	21	5	0.5
COc1ccc(CNC(=O)C/C(C)=N/NC(=O)COc2ccc(Br)cc2)cc1	0.3	6	-2	12	0.2	1	-8	5	0.2
COc1ccc(CNS(=O)(=O)c2ccc3c(c2)CCN3C(=O)C2CC2)cc1	1.6	0	-10	12	-0.2	-2	-9	0	0.7
Cc1nnc(-c2cnn(-c3ccccc3)c2N)n1Cc1cccc(C(F)(F)F)c1	0.1	-4	1	-3	-1.2	-2	4	2	0.6

Part of the list above in another layout.
Results follow in this order: TRPML3 agonist, Ba/F3 V617F tox, RBBP9 inhibitor, PPC-1+TRAIL kill, TNF necrop inh, Wee1 degr inh, CHOP inhibitor, BaF3 parental, TRPN1 ag
O=C(NCc1ccco1)Nc1ccccc1Cl
→ 0.8, 3, -3, 14, 9.4, -1, 19, 6, 0.6
NNC(=O)c1sc2nc(N3CCOCC3)c3c(c2c1N)CCCC3
→ 0.6, 1, 0, 17, -3.2, -2, 4, 0, -0.5
